Bioassay records: PubChem, several laboratories
AID2073 – inhibitors of Mint1-CaV2.2 protein interaction, biochemical, HTRF (AID 2073). Voltage-dependent N-type calcium channel subunit alpha-1B (Homo sapiens). HTRF protein-protein interaction, Mint1-CaV2.2; higher % means a stronger effect. one-dose inhibition, % at 20 µM; IC50 in µM for titrated hits. 290,000 tested, 0.19% active; in the data active means inhibition mostly above about 51%, no sharp cut-off; inconclusive means no clear call, values can overlap the other calls; inactive means mostly below about 53%; further: some results filed as inactive read as strong as hits
Dengue-2 NS5 capping – Dengue-2 NS5 methyltransferase inhibitors, primary screen, biochemical, confirmation dose response (AID 588689); Dengue-2 NS5 methyltransferase capping enzyme assay, biochemical; higher % means a stronger effect; inhibition, % at 25 µM, or IC50 in µM where a hit was titrated; 340,000 tested, 0.3% active; Genome polyprotein (Dengue virus type 2 (strain 16681-PDK53)); in the data active means a potency from the dose series; inconclusive means inhibition above about 29% without an active follow-up result
GPR55 LPI antagonism – GPR55 antagonists blocking LPI-driven arrestin recruitment, primary screen, imaging, U2OS, beta-arrestin-GFP, LPI agonist (AID 2013). G-protein coupled receptor 55 (Homo sapiens). U2OS GPR55 beta-arrestin-GFP translocation imaging, LPI antagonism; higher % means a stronger effect. one-dose inhibition, % at 10 µM; IC50 in µM for titrated hits. 290,000 tested, 0.13% active;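 active means spots per cell inhibited over 60%, with over 100 cells counted and total cytoplasm intensity under 500,000; inconclusive means wells with under 100 cells, flagged as likely toxic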;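 further: U2OS cells stably carrying GPR55 and arrestin-GFP stimulated by 5 µM LPI near EC80; imaged beta-arrestin-GFP aggregate spots per cell after agonist stimulation; plate controls were LPI-stimulated DMSO wells for no effect and DMSO wells without LPI for full effect; some results filed as inactive read as strong as hits; confirmed hits need IC50 under 10 µM and bright autofluorescent wells are also inconclusive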
Rac1 GTP hydrolysis – MgcRacGAP GTPase-activating activity inhibitors, confirmation, biochemical, ADP Hunter fluorescence | 340,000 tested, 0.6% active | MgcRacGAP-stimulated Rac1 GTP hydrolysis, ADP Hunter fluorescence; higher % means a stronger effect; GST-tagged Rac1 F28L mutant substrate | Rac GTPase-activating protein 1 (Homo sapiens) | inhibition, % at 30 µM; hits with a dose series show IC50 in µM | AID 624330, 2012;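 active means first-screen hits whose inhibition reached a set limit at any dose in the follow-up dose series; inconclusive means inhibition above the set first-screen limit but never retested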;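 further: fluorescence reports GDP produced by GAP-driven GTP hydrolysis; strong numbers were not always called active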
GPR35 arrestin U2OS – GPR35 antagonists blocking zaprinast-driven arrestin recruitment, primary screen, imaging, U2OS, beta-arrestin-GFP, zaprinast agonist (AID 2058). G-protein coupled receptor 35 (Homo sapiens). U2OS GPR35 beta-arrestin-GFP translocation imaging, zaprinast antagonism; higher % means a stronger effect. one-dose inhibition, % at 10 µM; IC50 in µM for titrated hits. 290,000 tested, 0.052% active;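 active means inhibition of at least 50% with at least 30 cells and total cytoplasm GFP at most 10,000,000; inconclusive means under 30 cells or total GFP of 10,000,000 plus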
Large T inhibition – SV40 large T antigen inhibitors, biochemical (AID 1903); SV40 large T antigen ATPase/helicase inhibition assay; higher % means a stronger effect; inhibition, % at 20 µM; hits with a dose series show IC50 in µM; 310,000 tested, 0.39% active; in the data active means a potency from the dose series; inconclusive means inhibition mostly from about 32% at the one dose, without a potency; inactive means the rest, 99 in 100 with inhibition below about 32%; further: strong numbers were not always called active
NTR1 agonist – agonists of NTR1, primary screen, imaging, U2OS cells, beta-arrestin-GFP, high content (AID 493036); NTR1-U2OS beta-arrestin-GFP spot imaging, agonist mode; Neurotensin receptor type 1 (Homo sapiens), P30989; activation, % at 20 µM; 330,000 tested, 0.17% active;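 active means activation at or above 40% of the spot to cytoplasm intensity ratio, with at least 20 cells analyzed; inconclusive means wells under 20 cells, flagged as cytotoxic or low count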;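 further: 0% = DMSO without peptide and 100% = 100 nM NTR1 peptide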
Target sequence (P30989 whole entry, looked up): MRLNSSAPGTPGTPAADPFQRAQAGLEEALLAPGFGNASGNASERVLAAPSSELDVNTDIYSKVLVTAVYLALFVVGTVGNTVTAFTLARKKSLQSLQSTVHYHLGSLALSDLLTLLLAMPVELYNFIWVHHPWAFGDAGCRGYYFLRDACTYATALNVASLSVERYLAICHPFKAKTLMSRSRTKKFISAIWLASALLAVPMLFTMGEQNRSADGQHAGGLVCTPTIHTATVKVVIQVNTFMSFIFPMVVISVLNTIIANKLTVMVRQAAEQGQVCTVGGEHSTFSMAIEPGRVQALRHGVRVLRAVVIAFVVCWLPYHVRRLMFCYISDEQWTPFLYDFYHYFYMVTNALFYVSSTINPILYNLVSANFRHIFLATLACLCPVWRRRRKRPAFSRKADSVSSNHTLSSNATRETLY
GPR55 activation – GPR55 agonists via beta-arrestin recruitment, primary screen, imaging, U2OS cells, beta-arrestin-GFP redistribution (AID 1961); G-protein coupled receptor 55 (Homo sapiens); U2OS GPR55 beta-arrestin-GFP redistribution imaging; higher % means a stronger effect; one-dose activation, % at 10 µM; EC50 in µM for titrated hits; 290,000 tested, 0.048% active;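 active means activation above 40% with more than 50 cells counted in the well; inconclusive means wells holding fewer than 50 cells, flagged as toxic or sparse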;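 further: U2OS osteosarcoma cells stably expressing GPR55 and beta-arrestin-GFP; plate controls were DMSO negative control for no effect and LPI positive control for full effect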
Yfh1-depleted yeast – enhancers of respiration in Yfh1-depleted yeast, dose response, Friedreich's ataxia, plus single-dose screen (AID 1465); one-dose fold induction at 50 µM; EC50 in µM for titrated hits; S. cerevisiae Yfh1-off respiration, WST-1 reduction, 72 h; higher fold induction means a stronger effect; 220,000 tested, 0.074% active;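 active means fold induction of absorbance versus untreated yeast above a set limit, then at least 30% activation at any dose in follow-up; inconclusive means repeats straddling the limit, or above it without dose testing; inactive means fold induction below the set limit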;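 further: activators that raise dye reduction in frataxin-depleted yeast; strong numbers were not always called active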
NTR1 agonist cell count 20 µM – further read-out of NTR1 agonist, marked with its call; cell count; measured here: cell count, cytotoxicity flag
Dengue-2 NS5 capping pilot replicate – further read-out of Dengue-2 NS5 capping, marked with its call; inhibition, %; measured here: pilot screen replicate inhibition
* = called active by the depositor; i = inactive; ? = inconclusive; · = no result given.

SMILES | AID2073 | Dengue-2 NS5 capping | GPR55 LPI antagonism | Rac1 GTP hydrolysis | GPR35 arrestin U2OS | Large T inhibition | NTR1 agonist | NTR1 agonist cell count 20 µM | GPR55 activation | Yfh1-depleted yeast | others
NC(=O)c1oc2ccccc2c1NC(=O)Cc1ccccc1 | 15% | -8% | 38% | -5% | -1% | 10% | 2.7 | 54 | -0.1% | · | Dengue-2 NS5 capping pilot replicate=-5.2
Nc1c(C(=O)Nc2cccc(F)c2)nnn1-c1ccc2c(c1)OCCO2 | 12% | -4% | 0% | 4% | -1% | 6% | 1.4 | 47 | 0.7% | ·
CC(SCC(=O)Nc1ccc(F)cc1)c1nc2ccccc2c(=O)[nH]1 (stereo unspecified) | 4% | -5% | 9% | 4% | 3% | 3% | 1.2 | 54 | -0.1% | ·
O=C(NCC1CCCO1)C(Cc1ccccc1)N1C(=O)C2C3C=CC(C4CC34)C2C1=O (stereo unspecified) | 4% | -6% | 3% | 6% | -1% | 10% | -1.6 | 91 | -0.2% | i
O=C(N/N=C/C=C/c1ccccc1[N+](=O)[O-])c1ccncc1 | -3% | -12% | 20% | 6% | 2% | 5% | 1.1 | 50 | -0.1% | i
O=c1[nH]nc(-c2ccc(NCCO)c([N+](=O)[O-])c2)c2ccccc12 | -4% | -6% | -10% | 2% | 2% | 5% | -0.3 | 72 | 0.0% | ·
COc1cc(C(C)=O)ccc1OCc1nnc(-c2ccccc2Br)o1 | 10% | -3% | -13% | 2% | -15% | 4% | -2.3 | 56 | 0.0% | ·
COc1cc2c(cc1OC)CN(c1nc(-c3cccnc3)nc3ccccc13)CC2 | 24% | -12% | 9% | 8% | -16% | 10% | 21 | 67 | -0.3% | i
CCCCc1ccc(NC(=O)CN2C(=O)C3CCCCC3C2=O)cc1 (stereo unspecified) | · | 4% | · | 5% | · | 14% | 2.4 | 63 | · | ·
COc1cc(/C=N/O)ccc1OCc1ccccc1Cl | -15% | · | -6% | 4% | -5% | 4% | 3.2 | 84 | -0.1% | i
CC(=O)C1=C(C)NC(SCC(=O)c2ccc(-c3ccccc3)cc2)=C(C#N)C1c1cccnc1 (stereo unspecified) | 17% | · | 16% | · | 5% | 1% | 4.3 | 51 | -0.1% | i
Cc1ccc(NC2c3ncccc3C(=O)N2c2ccccc2C)cc1C (stereo unspecified) | -39% | -16% | 33% | 12% | 5% | -6% | 2.0 | 58 | 0.0% | i
Nc1ccc2c(c1)Oc1ccccc1C=C2 | 15% | ? | -7% | 23% | 6% | 13% | 0.1 | 66 | 0.5% | i
COc1ccc2nc(C)cc(SCC(=O)N/N=C/c3c(OC)ccc4ccccc34)c2c1 | -4% | 1% | 11% | 10% | -1% | 9% | · | · | -0.6% | i
CC1CCN(S(=O)(=O)c2nnc(NC(=O)c3cccc([N+](=O)[O-])c3)s2)CC1 | 7% | 13% | -5% | 1% | -4% | 13% | 4.3 | 45 | -0.1% | ·
CCOC(=O)Cc1csc(NC(=O)/C=C/c2ccc(OC)cc2)n1 | 36% | -5% | 10% | -4% | -15% | -3% | -0.5 | 37 | -0.4% | i
O=C(C1CCN(Cc2ccc(Cl)cc2)CC1)N1CCN(C(c2ccccc2)c2ccccc2)CC1 | 3% | -3% | 32% | 17% | 18% | 1% | 8.5 | 44 | -0.3% | i
COC(=O)CNC(=O)CN1c2cccc3cccc(c23)S1(=O)=O | 13% | -8% | -6% | 3% | 12% | 8% | -2.7 | 73 | -0.2% | i
Cn1cccc1-c1nc2ccc(NC(=O)c3ccco3)cc2[nH]1 | -12% | -6% | 30% | 8% | -2% | 3% | 0.9 | 83 | -0.1% | i
CC(C)CC(C(=O)O)N1C(=O)C2C3c4ccccc4C(c4ccccc43)[C@@H]2C1=O (stereo partly specified) | 2% | 1% | 5% | 11% | -3% | 5% | 0.6 | 85 | -0.1% | ·
CCC(=O)Nc1ccc(C(=O)N/N=C/c2ccccc2[N+](=O)[O-])cc1 | -6% | -7% | -3% | 3% | 2% | 19% | 0.6 | 47 | 0.0% | i
Cc1cc(F)c(F)c(C(=O)N2CCCCC2C)c1Cl (stereo unspecified) | -16% | 5% | -2% | 6% | 5% | 33% | 1.0 | 61 | -0.3% | ·
Cc1cccc(NC(=O)Cc2ccc(NC3=NC4CS(=O)(=O)CC4S3)cc2)c1 (stereo unspecified) | -7% | -1% | -1% | 8% | 0% | 9% | 2.0 | 61 | -0.1% | ·
Cc1nc2ccc(S(=O)(=O)NCC(=O)N3CCCCC3)cc2s1 | 2% | -3% | -5% | 13% | -7% | 6% | 3.0 | 39 | 0.1% | i
Cc1c(OC(C)C(=O)N[C@@H](Cc2ccccc2)C(=O)O)ccc2c3c(c(=O)oc12)CCCC3 (stereo partly specified) | 19% | -9% | 3% | 14% | -3% | 3% | 1.7 | 69 | -0.2% | ·
COc1cc(/C=N\N=C2/SC(CC(=O)O)C(=O)N2c2ccc(O)cc2)ccc1O (stereo unspecified) | 2% | 3% | 20% | 78µM* | -14% | 36% | 0.6 | 53 | 0.0% | i
COc1cccc(-c2nn(C)c3sc(C(=O)NCc4ccc5c(c4)OCO5)cc23)c1 | 5% | 1% | 16% | 21% | -14% | 2% | 1.7 | 43 | -0.1% | i
O=C(COc1cc2oc(=O)c3c(c2cc1Cl)CCC3)NCCCn1ccnc1 | 4% | -5% | 13% | 10% | 9% | 12% | -0.8 | 54 | -0.1% | ·
CCc1cc2c(cc(C(=O)O)n2C)s1 | 2% | 0% | 20% | 17% | 12% | 4% | 0.9 | 45 | -0.1% | i
C=CCN(Cc1nc(-c2ccccc2)no1)C(=O)c1ccoc1C | -10% | 1% | 11% | 5% | 2% | 26% | 1.3 | 83 | 0.0% | ·
O=C(O)CCN1CCc2ccccc2C1c1cccs1 (stereo unspecified) | -7% | 2% | 7% | 8% | 1% | 3% | -0.2 | 82 | 0.1% | i
CCc1[nH]c(=S)c(C#N)c2c1CCCC2 | -10% | -4% | -2% | -5% | 10% | 8% | 2.9 | 41 | -0.2% | i
Cc1ccc2c(c1)c1c(n2CC(O)Cn2c(C)nc3ccccc32)/C(=N\O)CCC1 (stereo unspecified) | 0% | -8% | 0% | 4% | -11% | -8% | 15 | 18 | -0.2% | i
Cc1ccccc1NC(=O)CCSc1nnnn1-c1ccccc1 | -1% | -4% | 7% | -8% | -3% | 8% | -0.4 | 64 | -0.4% | i
Cc1cc(C)nc(-n2nc(C)cc2NC(=O)c2ccc(F)cc2F)n1 | 3% | -8% | 12% | -18% | 6% | 11% | 1.5 | 42 | -0.3% | i
CCCCC1CCC(c2nc(-c3cccnc3)no2)CC1 (stereo unspecified) | -3% | -3% | 5% | 2% | -3% | 5% | 5.0 | 45 | 0.5% | i
O=[N+]([O-])c1ccc(NC(=S)N2CCc3ccccc3C2)cc1 | -1% | -5% | 11% | 8% | -3% | 3% | -0.9 | 62 | -0.2% | i
Cc1ccc2oc3nc(C)c(C(=O)Nc4cccc(C(F)(F)F)c4)cc3c(=O)c2c1 | 26% | 1% | 7% | 6% | -7% | 2% | 0.5 | 94 | 0.8% | i
Nc1nc(NCc2cccs2)nn1-c1ccccc1 | · | -5% | · | 5% | · | · | -2.9 | 88 | · | i
CCC(=O)n1nc(-c2ccco2)nc1SCc1ccccc1 | -11% | -15% | -5% | 7% | -7% | 4% | -4.2 | 86 | -0.3% | i
O=[N+]([O-])c1ccc(N2CCOCC2)cc1NCCCO | 20% | 1% | -9% | -3% | -6% | 21% | 1.8 | 52 | 0.3% | i
O=C(CCc1nc2ccccc2[nH]1)Nc1ccccc1F | 4% | -2% | -5% | -6% | 5% | 11% | -0.8 | 89 | -0.1% | i
O=C(CNCCc1ccc(Cl)cc1)Nc1ccc(C(=O)N2CCCCC2)cc1 | 10% | 1% | -11% | 20% | -5% | 8% | 1.9 | 50 | -0.1% | ·
Cc1nc2c(nnn2Cc2c(Cl)cccc2Cl)c(=O)[nH]1 | 1% | -5% | -22% | 3% | 11% | 4% | 0.8 | 57 | -0.1% | · | Dengue-2 NS5 capping pilot replicate=-4.3
COc1ccc(C(=O)CSc2n[nH]c(C)n2)cc1[N+](=O)[O-] | 3% | · | 7% | · | 0% | 10% | 0.8 | 100 | 0.7% | i
COc1ccc(C(=O)NNC(=O)COc2ccc(Cl)cc2C)cc1S(=O)(=O)N1CCOCC1 | · | -5% | · | 7% | · | 11% | 0.9 | 76 | · | ·
O=C(CCc1ccccc1)NCC(=O)N/N=C/c1ccc2c(c1)OCO2 | -3% | -8% | 19% | 9% | 16% | 5% | -1.3 | 76 | 0.0% | i
COc1ccc(-c2cn3cccnc3n2)cc1NC(=O)c1ccc(Br)o1 | 13% | -2% | -1% | 7% | -7% | 9% | 3.9 | 82 | -0.1% | i
COc1ccc(NC2CCCN(C(=O)C3=NN(C)C(=O)CC3)C2)cc1OC (stereo unspecified) | -9% | 10% | 12% | 14% | 6% | 23% | -1.0 | 52 | -0.2% | ·
O=C(Nc1nnc(S(=O)(=O)N2CCCC2)s1)c1cccc([N+](=O)[O-])c1 | 9% | 12% | 16% | -23% | 6% | 5% | 1.4 | 75 | 0.7% | ·
Cc1ccc(S(=O)(=O)CC(=O)NCc2ccccc2)cc1 | 16% | 2% | -15% | 4% | 4% | -8% | 1.6 | 60 | 0.0% | ·
C=CCOc1ccccc1/C=C/C(=O)O | -1% | 1% | 14% | 2% | -3% | -5% | -0.4 | 86 | -0.1% | i | Dengue-2 NS5 capping pilot replicate=-0.9

Compounds as they come; overall some 1.7% were active at least once.
